PKA-R1A activ = activates the PKA-R1A holoenzyme complex | hit rate 0.083% among 340,000 | P00514+P68181 | AID 504707 | activation, % at 11.4 µM | PKA-R1A dissociation, Cy5-IP20 fluorescence polarization; scaled: DMSO 0%, 113 µM cGMP 100%;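 active = percent activation above the mean of all tested compounds plus 3 SD, cut at about 19% in these data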;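 note: higher means more PKAc released from R1A so a rise in polarization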
Mot1-301 SUMO = blocks SUMOylation pathway, rescuing yeast Mot1-301 growth | S. cerevisiae Mot1-301 growth rescue, ATP luminescence, 38.5C; percent above DMSO median, 100 means doubled | growth rescue, % at 18.8 µM | hit rate 1% among 320,000 | AID 2716;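 active = every valid replicate shows activation above 250% relative to neutral control wells; inactive = the rest, any valid replicate at or below 250%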;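 note: OY570 slx delta 5 strain wells were the positive control but not used for scaling; some compounds called inactive have numbers as strong as hits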
PKA-R2B act = activators of human PKA-R2B complex | P22694+P31323 | PKA-R2B holoenzyme dissociation, Cy5-IP20 fluorescence polarization; R2B truncated from residue 108, S112A mutant; 0% DMSO only, 100% 113 µM cGMP | activation, % at 11.4 µM | hit rate 0.079% among 340,000 | AID 504700;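 active = activation above a cutoff set at the mean over all compounds plus 3 SD, cut at about 18% in these data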;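 note: higher means more holoenzyme dissociation and a rise in polarization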
Target sequence (P31323 whole entry, looked up, other chains not shown, the tested form may be a part): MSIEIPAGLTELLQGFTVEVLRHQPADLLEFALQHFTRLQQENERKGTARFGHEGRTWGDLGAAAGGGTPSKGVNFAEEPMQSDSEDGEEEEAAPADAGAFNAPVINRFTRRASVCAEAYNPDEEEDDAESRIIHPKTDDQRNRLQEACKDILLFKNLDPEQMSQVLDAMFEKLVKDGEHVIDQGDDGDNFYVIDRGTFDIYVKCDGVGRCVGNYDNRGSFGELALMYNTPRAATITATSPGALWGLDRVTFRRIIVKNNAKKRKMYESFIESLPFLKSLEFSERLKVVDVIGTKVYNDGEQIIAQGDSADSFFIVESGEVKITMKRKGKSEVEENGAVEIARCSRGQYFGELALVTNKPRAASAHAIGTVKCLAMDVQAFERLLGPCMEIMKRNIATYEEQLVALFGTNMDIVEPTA
PfHsp90 set2 = inhibits growth of yeast expressing Plasmodium falciparum Hsp90; inhibition, % at 9.4 µM; S. cerevisiae expressing PfHsp90, BacTiter-Glo ATP, 48 h; yeast lacking PDR1 and PDR3 efflux regulators; hit rate 0.32% among 310,000; AID 504621;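 active = every replicate shows inhibition above about 80%, whatever the replicate mean, limit read from the data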;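 note: 0% = DMSO neutral controls and 100% = 20 µM radicicol positive controls; yeast relying on Plasmodium falciparum Hsp90 in place of its own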
AddAB inh = less growth of phage-infected E. coli with AddAB | E. coli expressing H. pylori AddAB, absorbance growth | inhibition, % at 11.9 µM | hit rate 0.29% among 330,000 | AID 435030; in the data active = inhibition above about 12%;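 note: 0% = vehicle wells of infected cells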
MOR-DOR ag = agonists of human mu-delta opioid receptor heterodimerization; cells, OPRM1-OPRD1 heterodimerization, luminescence; activation, % at 9.3 µM; hit rate 0.3% among 340,000; AID 504326; in the data active = activation above about 18%;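 note: 0% = vehicle-treated cells and 100% = reference agonist; values of inactives mirror those of a sister screen read the other way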
E coli growth = reduces bacterial viability in AddAB counter-screen; E. coli V3065 growth, OD600 absorbance, 18 h; inhibition, % at 11.9 µM; hit rate 0.27% among 330,000; AID 449728;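 active = inhibition above the campaign's mean inhibition across all tested compounds plus 3 SD, cut at about 9.9% in these data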;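 note: uninfected addAB+ strain grown without phage in ampicillin broth; 0% = DMSO wells and 100% = ciprofloxacin 0.95 µg/ml wells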
Tat transport = blocks Tat-dependent protein export in E. coli. E. coli MC4100 TorA-mCherry Tat export, fluorescence. inhibition, % at 10 µM. hit rate 0.036% among 340,000;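 active = mean replicate inhibition at least 50% and at least half of replicates individually reaching 50%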;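 note: exported cargo escapes ClpAP degradation while cytoplasmic cargo is degraded and loses fluorescence; 0% = median of neutral control wells and 100% = median of NaSCN control wells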
OPRM1-OPRD1 inv = inverse agonists of human mu-delta opioid receptor heterodimerization. cell-based MOR-DOR heterodimer luminescence, inverse agonism. inhibition, % at 9.3 µM. hit rate 0.21% among 340,000; in the data active = inhibition above about 22%, passing the limit was not always enough;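 note: 0% = cells with DMSO and 100% = wells without cells with DMSO; values of inactives mirror those of a sister screen read the other way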
HTR5A inv ctr = HTR5A inverse agonism, opioid heterodimer counter-screen | inhibition, % at 9.3 µM | hit rate 0.083% among 340,000 | AID 504634 | HTR5A cell line, luminescence; in the data active = inhibition mostly above about 23%, no sharp cut-off; inactive = mostly below about 18%;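 note: 0% = cells with DMSO and 100% = no-cell wells with DMSO; some compounds called inactive have numbers as strong as hits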
Target sequence (P47898 whole entry, looked up): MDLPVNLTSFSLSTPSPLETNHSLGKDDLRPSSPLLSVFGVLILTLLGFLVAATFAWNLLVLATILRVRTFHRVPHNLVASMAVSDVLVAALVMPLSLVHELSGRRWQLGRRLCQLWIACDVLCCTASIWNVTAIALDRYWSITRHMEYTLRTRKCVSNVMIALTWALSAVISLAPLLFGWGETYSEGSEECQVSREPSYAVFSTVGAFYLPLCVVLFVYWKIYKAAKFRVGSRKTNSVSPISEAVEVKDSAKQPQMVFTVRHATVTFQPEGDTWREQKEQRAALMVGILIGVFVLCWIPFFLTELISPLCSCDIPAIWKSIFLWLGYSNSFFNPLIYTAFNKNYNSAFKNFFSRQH
phage Ecoli inh = E. coli growth loss with phage present. growth absorbance. inhibition, % at 11.9 µM. hit rate 0.26% among 360,000. AID 651602; in the data active = inhibition above about 11%
* = called active by the depositor; nt = not tested or not shown. Not a hit list, and some 2.2% of all compounds hit somewhere here.

SMILES	PKA-R1A activ	Mot1-301 SUMO	PKA-R2B act	PfHsp90 set2	AddAB inh	MOR-DOR ag	E coli growth	Tat transport	OPRM1-OPRD1 inv	HTR5A inv ctr	phage Ecoli inh
CC(C)COc1ccc(CNC(=S)N/N=C/c2ccc([N+](=O)[O-])cc2)cc1	10.1	289.6	-3.0	-1.4	1.0	8.1	-1.7	7.2	-46.8	-18.2	2.7
CC1CCCC(NC(=O)CN(C)CC(=O)Nc2cccc(F)c2)C1C (stereo unspecified)	4.1	3.6	-3.7	-6.9	-0.6	-2.1	-3.0	17.7	9.0	8.0	0.8
CCOc1ccc(-c2nc(CSc3nnc(N)s3)cs2)cc1OC	0.9	-5.7	5.6	7.5	3.2	-2.4	-0.6	-5.7	10.6	-5.3	0.6
Clc1ccc(N=NN2CCOCC2)cc1	-1.1	47.5	-4.7	11.6	4.3	-3.5	0.2	1.3	17.3	-22.3	-0.2
COC(=O)Nc1c(-c2ccccc2)nc2ccccn12	-9.1	365.9	-17.2	nt	1.3	-2.5	-0.7	-2.4	13.7	-16.1	-0.2
O=C(O)CCC(=O)Nc1cccc(C(=O)c2ccccc2)c1	-5.3	3.6	-0.3	-8.9	2.2	-2.2	3.3	-1.3	12.0	7.8	1.2
COc1ccccc1N(CC(=O)N/N=C(\C)c1ccc(F)cc1)S(=O)(=O)c1ccccc1	0.5	3.3	-5.8	11.7	3.0	-0.2	-3.3	-8.7	0.7	5.1	2.4
CCOC(=O)CNC(=O)N1CCCC(CNS(=O)(=O)Cc2ccccc2)C1 (stereo unspecified)	-6.9	-0.2	4.5	-2.0	-2.8	-1.4	0.7	-8.0	7.7	-8.0	4.1
CN(C(=O)c1cccc(NC(=O)Cc2cccc(NC(=O)C3CCCN(C(=O)C4CCC4)C3)c2)c1)C1CCC1 (stereo unspecified)	1.1	nt	4.3	-5.6	nt	2.8	nt	-6.3	-13.2	-0.8	-0.2
CCOC(=O)c1c(NC(=O)COC)sc2c1CCCC2	-7.5	-2.3	-8.5	nt	2.7	1.5	-1.0	-0.8	-8.8	-4.8	3.2
COCCn1c(SCC(=O)Nc2ccccc2OC)nnc1-c1ccco1	-3.9	8.9	-0.3	14.2	1.0	-2.4	-3.9	1.6	12.4	-17.3	1.7
CCOc1ccc(C(=O)NC2CCN(CC(=O)NCc3cccs3)CC2)cc1	-9.1	2.5	0.2	-9.1	1.4	0.0	1.6	-3.7	-0.1	11.0	0.9
COc1ccc(-c2nc(NC(C)=O)sc2-c2ccc(OC)cc2)cc1	5.4	52.7	-2.4	-11.0	0.2	3.0	-0.9	1.5	-14.5	23.5	1.9
O=C(OCCN1CCCCC1)c1ccc(Cl)cc1	-2.2	nt	0.9	11.2	-0.5	-1.5	-0.8	0.9	8.7	-0.3	5.2
COC(=O)C(Cc1ccccc1)NC(=O)CC(C)CC(=O)Nc1ccc(C)cc1 (stereo unspecified)	-5.4	-2.0	-5.7	2.8	-0.2	-1.7	-0.6	-13.7	7.7	5.2	2.8
O=C(CSCc1ccccc1)Nc1nccs1	-0.7	34.5	0.5	-2.9	0.5	-1.5	1.2	-4.9	8.4	18.1	1.7
COC(=O)c1ccccc1NC(=O)CSc1n[nH]c(CC(C)C)n1	0.6	-4.9	-11.9	-18.8	3.2	2.1	-0.8	-7.9	-9.8	-3.7	1.3
CCCCNC(=O)CCCCCNS(=O)(=O)c1ccc(Br)cc1	0.2	23.4	-5.8	-5.0	3.8	-0.6	0.1	-14.5	3.3	5.6	1.6
O=C(NCCN1CCOCC1)c1cc2n(n1)C(C(F)(F)F)CC(c1ccc(F)cc1)N2 (stereo unspecified)	-4.4	-11.8	-9.2	29.8	1.5	-1.4	0.8	-3.1	7.5	-12.4	-0.4
Cc1ccc(N(CCC#N)C(=O)COC(=O)c2nc3nc(C)cc(C)n3n2)cc1	3.4	-20.5	-8.3	nt	-0.7	-0.8	1.3	2.9	5.1	11.4	3.4
CC1Cc2ccccc2N1C(=O)COC(=O)c1cccnc1Cl (stereo unspecified)	-2.9	8.0	5.4	-1.7	1.7	-1.9	-1.8	-12.5	10.5	-57.9	1.6
O=C(COc1ccc(F)cc1Cl)Nc1ccc(S(=O)(=O)Nc2nccs2)cc1	5.2	-11.0	1.5	nt	0.7	0.4	0.0	-15.4	-2.5	17.8	3.3
O=C(Cc1coc2ccc3ccccc3c12)Nc1nnc(C2CC2)s1	-2.5	-2.6	-3.8	2.3	0.2	3.6	0.9	-3.2	-21.1	-30.0	2.1
Cc1ccc(N(C(=O)c2csnn2)C(C(=O)NC2CCCC2)c2cccnc2)cc1 (stereo unspecified)	-6.0	209.0	5.9	10.8	-1.4	-3.7	-2.8	-0.6	19.7	1.2	0.3
COc1ccc(/C=C(\C#N)c2c[nH]c3ccccc23)cc1	5.2	-22.7	-8.1	-7.5	4.9	3.2	1.6	10.3	-16.9	-52.6	0.3
O=C(O)c1cccc2c1C(=O)N(C1CCCC1)C2	-6.5	-7.4	-9.4	-7.9	4.1	-1.6	-0.9	15.0	8.3	1.5	-1.7
Clc1ccc(CN(CC2CCCO2)C(c2cccs2)c2nnnn2C2CCCC2)cc1 (stereo unspecified)	-4.1	1.2	3.1	-15.7	-0.8	0.4	0.0	0.6	-2.2	12.2	3.3
CCOC(=O)C1=C(C)NC2=C(C(=O)C(C(=O)OCC)C(c3cccc(OC)c3)C2)C1c1ccccn1 (stereo unspecified)	3.5	10.5	-0.2	nt	4.5	-2.4	2.0	-1.3	11.7	7.9	2.1
Cc1ccsc1C1CC(=O)NC2=C1C(=O)CC(C)(C)C2 (stereo unspecified)	-6.7	13.8	-13.0	37.5	4.4	-3.5	-0.7	0.5	14.4	0.7	3.0
COc1ccccc1CNC(=O)C1CCCN(S(=O)(=O)c2cccc3nsnc23)C1 (stereo unspecified)	-5.1	-24.4	2.1	8.2	3.4	-3.0	0.8	2.5	15.4	10.3	2.5
CN(Cc1ccc(F)cc1)C(=O)CCc1nnc(-c2ccccc2)o1	-2.8	38.7	-4.2	25.8	0.2	-1.8	-1.4	4.6	9.6	12.2	4.0
CCOc1ccc2[nH]c3c(NCCN(CC)CC)ncnc3c2c1	4.4	-5.7	-8.7	-5.6	-1.5	0.5	1.4	1.8	-2.2	-15.9	-0.2
C[C@]12c3[nH]c4cc(-c5ccco5)ccc4c3CCN1C(=O)[C@@H](CC(=O)NCCN1CCOCC1)C[C@@H]2C(=O)N1CCCCC1	-5.2	nt	-1.8	-7.6	-0.1	-3.4	-0.9	-12.4	16.3	-14.3	0.6
C(=C\c1ccccc1)/CNCC1CCCO1 (stereo unspecified)	-9.9	-5.4	3.4	nt	-0.9	-2.5	-1.7	2.1	12.3	7.7	1.4
Cc1c(NC(=O)/C=C/c2ccc(S(=O)(=O)N3CCOCC3)cc2)c(=O)n(-c2ccccc2)n1C	-10.3	-1.0	0.7	-15.2	0.7	-3.0	-0.2	-7.8	15.0	-11.7	4.3
Cc1ccc(C(=O)N(CC(C)C)c2nc3ccccc3s2)o1	-0.8	8.0	1.2	6.4	1.1	7.2	-2.0	5.6	-34.3	-12.1	2.0
CC[C@]12C(=O)N(C)C[C@H]([C@@H]3C(=O)N(Cc4ccccc4)C(=O)[C@@H]31)N2C(=O)c1ccccc1	-19.4	nt	2.4	-24.8	nt	-0.1	nt	7.7	0.3	2.3	1.1
COc1ccc(C(=O)CCC(=O)N2CCN(c3ccccc3)CC2)cc1	0.5	nt	4.3	-34.3	6.4	-2.9	2.4	-5.7	14.7	-4.7	3.2
O=C(NCCc1c[nH]c2ccccc12)/C(=C/c1cccnc1)NC(=O)c1ccccc1	1.9	27.6	-1.3	11.0	3.0	0.9	-1.0	-5.9	-5.4	-11.5	5.3
COc1cccc(CN(C)S(=O)(=O)c2ccccc2Br)c1	0.4	nt	-2.2	-26.6	3.0	1.0	3.7	-0.3	-5.0	7.9	4.3
COc1ccc(-c2noc(CSc3nc(N)cc(=O)[nH]3)n2)cc1	-2.6	226.2	-8.2	4.9	1.0	0.7	-1.2	-2.1	-3.9	-4.9	1.9
CCCCSc1nc2ccccc2n1CC(=O)O	-5.7	36.7	-7.7	-15.1	2.6	-2.6	-0.8	-7.8	13.1	-21.1	2.9
Nc1ccc2c(c1)sc1ccccc12	-10.9	-11.7	0.1	10.8	1.3	0.7	-0.4	-10.5	-5.0	9.0	4.0
Nn1c(SCC(=O)Nc2c(F)cc(F)cc2Br)nnc1C1CCCCC1	9.1	30.5	-0.9	6.2	0.1	-0.2	-1.6	4.8	1.3	-6.3	-0.1
O=C1NC[C@@H](c2ccccc2)OC(=O)[C@@H](Cc2ccc(F)cc2)C/C=C\C[C@@H]1CC(=O)N(CCO)Cc1ccccc1	-3.2	20.4	-2.1	-10.7	-0.7	-6.8	0.0	-3.5	37.1*	48.2*	2.4
COCCn1c(N2CCN(c3ccc(OC)cc3)CC2)nc2c1c(=O)[nH]c(=O)n2C	-2.1	-14.5	4.4	-19.6	-1.3	0.3	-2.8	-1.9	-1.9	-10.2	0.2
COc1ccc(OCC(=O)Nc2ccc(NC(=O)c3ccco3)c(C)c2)cc1	-12.5	nt	-0.6	-5.1	nt	-2.0	nt	19.1	12.6	-5.1	4.3
Cc1cc(C(C)(C)C)cc(C)c1CCNC(=O)c1ccc[n+]([O-])c1	7.1	-3.0	-4.0	-14.3	3.0	-1.8	0.6	-1.6	9.3	-24.7	-1.4
Cc1c(NC(=O)c2ccccc2N(C)S(=O)(=O)c2ccccc2)c(=O)n(-c2ccccc2)n1C	-4.8	3.8	-10.2	nt	0.7	-3.1	1.2	3.6	14.3	2.8	3.4
COc1ccc(C(=O)NC2CCN(C(=O)NCc3ccccc3)CC2)cc1	-9.1	-4.3	0.7	-5.6	4.3	-1.6	2.3	-10.7	8.7	5.5	2.1
CCOc1ccc(N(CC(=O)N2CCN(c3ccccc3F)CC2)S(=O)(=O)c2c(C)noc2C)cc1	3.3	-12.2	-7.1	4.9	0.3	0.2	2.3	10.3	-1.1	30.2	0.8
O=C(NC1CCCC1)C(c1cccs1)N(C(=O)c1ccco1)c1ccc2c(c1)OCO2 (stereo unspecified)	3.4	-11.2	3.7	12.4	1.3	-1.2	0.0	-3.9	7.1	-13.2	0.6
COC(=O)c1ccc(C)c(NC(=O)Cc2coc3cc(OC)ccc23)c1	2.9	32.0	6.7	-15.8	0.3	-0.3	0.9	12.7	1.6	11.2	3.1
CCc1ccc2c(c1)C(c1ccc([N+](=O)[O-])cc1)=NNC(c1ccccc1)=N2	7.4	6.3	4.8	9.7	-0.4	-0.4	-0.1	-9.7	2.2	15.9	-1.0

Quoted at random: 2 compounds from above
SMILES	PKA-R1A activ	Mot1-301 SUMO	PKA-R2B act	PfHsp90 set2	AddAB inh	MOR-DOR ag	E coli growth	Tat transport	OPRM1-OPRD1 inv	HTR5A inv ctr	phage Ecoli inh
COC(=O)c1ccc(C)c(NC(=O)Cc2coc3cc(OC)ccc23)c1	2.9	32.0	6.7	-15.8	0.3	-0.3	0.9	12.7	1.6	11.2	3.1
COc1ccc(C(=O)NC2CCN(C(=O)NCc3ccccc3)CC2)cc1	-9.1	-4.3	0.7	-5.6	4.3	-1.6	2.3	-10.7	8.7	5.5	2.1
